Bioassay records deposited in PubChem by National Center for Advancing Translational Sciences (NCATS).
LmPK inh: qHTS Assay for Inhibitors of Leishmania Mexicana Pyruvate Kinase (LmPK) | purified LmPK, Kinase-Glo ATP luminescence, 1 h | AID 1721, 2009 | Potency, µM (top dose mostly 57.5 µM), inactives show top-dose activity change, negative = inhibition, actives largely listed as inhibitors | 290,000 compounds, 0.37% hits | Q27686; note: potency is the fitted concentration of half-maximal effect; % is set by controls: 0 for no effect and ±100 for the full control effect
Target sequence (Q27686 whole entry, looked up): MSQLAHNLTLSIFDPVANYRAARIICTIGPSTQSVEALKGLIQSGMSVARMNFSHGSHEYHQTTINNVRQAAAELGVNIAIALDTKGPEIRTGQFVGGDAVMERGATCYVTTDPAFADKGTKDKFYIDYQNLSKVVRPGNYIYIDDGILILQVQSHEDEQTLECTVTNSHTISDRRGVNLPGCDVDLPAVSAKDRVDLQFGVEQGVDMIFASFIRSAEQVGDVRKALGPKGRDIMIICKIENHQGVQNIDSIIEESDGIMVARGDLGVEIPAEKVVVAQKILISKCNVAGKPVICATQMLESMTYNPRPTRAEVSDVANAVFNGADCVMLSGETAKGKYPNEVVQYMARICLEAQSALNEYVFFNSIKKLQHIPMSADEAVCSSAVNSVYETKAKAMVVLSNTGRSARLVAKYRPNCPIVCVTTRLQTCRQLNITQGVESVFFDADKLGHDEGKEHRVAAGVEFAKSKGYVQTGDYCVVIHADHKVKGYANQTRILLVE
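Kinase-Glo luminescence read after 1 h RT reaction of 0.1 nM LmPK with 0.5 mM PEP and 0.1 mM ADP. Activity scaled between uninhibited and enzyme-free controls.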
AmpC inh no detg: qHTS Inhibitors of AmpC Beta-Lactamase (assay without detergent). AmpC nitrocefin hydrolysis, absorbance 480 nm, 0.0001% Triton. Potency, µM (series often up to 57.1 µM), inactives show at the highest dose activity change, negative = inhibition, actives largely listed as inhibitors. 330,000 compounds, 0.52% hits;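 note: potency is the fitted concentration of half-maximal effect; plate controls were no compound for no effect and no enzyme for full effect; nearly all actives have a fitted effect of over 20% in size; some results filed as inactive show a strong effect at the top dose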
Target sequence (P00811 whole entry, looked up): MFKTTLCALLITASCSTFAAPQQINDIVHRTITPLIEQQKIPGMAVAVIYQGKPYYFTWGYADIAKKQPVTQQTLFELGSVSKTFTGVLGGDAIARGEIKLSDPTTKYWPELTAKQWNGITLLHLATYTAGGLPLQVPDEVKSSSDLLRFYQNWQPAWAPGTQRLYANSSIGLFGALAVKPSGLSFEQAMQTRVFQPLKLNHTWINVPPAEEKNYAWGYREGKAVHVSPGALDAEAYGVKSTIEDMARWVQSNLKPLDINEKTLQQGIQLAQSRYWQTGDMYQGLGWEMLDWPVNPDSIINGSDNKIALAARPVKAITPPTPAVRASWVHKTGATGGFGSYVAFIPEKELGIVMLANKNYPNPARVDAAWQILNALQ
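20 mM phosphate pH 7.0 + 0.01% (detergent screen) or 0.0001% Triton X-100; 5.3 nM AmpC reagent; cpd preinc 15 min RT; nitrocefin (800 uM stock) to start; A480 q20 s × 4 min; Activity was normalised to no-enzyme and no-compound control wells.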
CHX counter: Cycloheximide Counterscreen for Small Molecule Inhibitors of Shiga Toxin; cell reporter, cycloheximide protein synthesis inhibition counterscreen; max response, %; 300,000 compounds, 12% hits; AID 2314, 2010; in the data active = max response mostly above about 13%, no sharp cut-off; inactive = mostly below about 14%; note: read at 38.3 µM for the half of the compounds with a filed dose; 0% is about no effect
Tb PYK inh: qHTS of Trypanosoma Brucei Inhibitors | 410,000 compounds, 0.12% hits | Potency, µM (titrated, usually from 76.8 µM), for the others: top-dose activity, negative = inhibition, usual class: inhibitors | TbPYK enzyme, Kinase-Glo Plus ATP luminescence, 45 min | pyruvate kinase (Trypanosoma brucei), Q57TT1; note: potency is the fitted concentration of half-maximal effect; % is set by controls: 0 for no effect and ±100 for the full control effect; nearly all actives have a fitted effect of over 50% in size
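Luminescent Kinase-Glo Plus end-point after 45 min room-temperature reaction of T. brucei pyruvate kinase started with 130 uM ADP (final). Buffer TEA 50 mM pH 7.2 with KCl, MgCl2, BSA, Tween-20; titration-based qHTS with fitted concentration-effect curves.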
Shiga toxin inh: A qHTS for Small Molecule Inhibitors of Shiga Toxin. inhibition, % at 38.7 µM. 290,000 compounds, 9.2% hits. Vero cells, Shiga toxin protein synthesis inhibition reporter; in the data active = inhibition mostly above about 28%, no sharp cut-off; inactive = mostly below about 43%; note: 0% is about no effect
Pf growth 96h: Primary qHTS for delayed death inhibitors of the malarial parasite plastid, 96 hour incubation. 320,000 compounds, 6.9% hits. Potency, µM (top dose mostly 28.7 µM), without a hit: top-dose activity change, negative = inhibition, hits mostly inhibitors. P. falciparum luciferase reporter growth, 96 h; note: potency is the fitted concentration of half-maximal effect; % is set by controls: 0 for no effect and ±100 for the full control effect
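Two parasite generations (96 h, 37 C, 5% CO2) of compound exposure in infected erythrocytes (0.05% parasitemia, 2% hematocrit). Luciferase-reporter P. falciparum; decreased luminescence indicates inhibited growth, aimed at apicoplast-acting delayed death.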
Pf growth 48h: Primary qHTS for delayed death inhibitors of the malarial parasite plastid, 48 hour incubation. P. falciparum luciferase growth in erythrocytes, 48 h. Potency, µM (highest dose often 28.7 µM), inactives show at the highest dose activity change, negative = inhibition, actives largely listed as inhibitors. 310,000 compounds, 5.9% hits. AID 504832, 2011; note: potency is the fitted concentration of half-maximal effect; % is set by controls: 0 for no effect and ±100 for the full control effect
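A one-generation exposure of luciferase-tagged malaria parasites in RPMI 1640/Albumax erythrocyte culture, 37 C and 5% CO2. Inhibition is inferred from decreased luminescence after adding detection reagent.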
Active calls of the source: *; i = inactive; ? = inconclusive; · = not tested or not shown; [ ] = remark or other dose. Unless noted, calls come from the whole dose curve; as a rule, active = well fitted curve in the direction sought with a large enough effect; inconclusive = small, poorly fitted or top-dose-only effect, or another doubt; inactive = no such curve, though single readings can be large; an effect the other way counts as inactive or inconclusive.

compound	LmPK inh	AmpC inh no detg	CHX counter	Tb PYK inh	Shiga toxin inh	Pf growth 96h	Pf growth 48h
O=C(CCSc1ccccc1)Nc1ccccc1Br	1%	-35%	40*	2%	74*	37%[activator]	?
Cc1ccc(OCC(=O)N(C)Cc2ccccc2)c([N+](=O)[O-])n1	2%	-5%	0	5%	-10	3%	7%
COc1ccc(Cl)c(Cn2c(NCCCN(C)C)nc3c2c(=O)n(C)c(=O)n3C)c1	0%	-18%	-2	-7%	-15	·	-6%
CCC(=O)Nc1ccc(N2CCN(S(C)(=O)=O)CC2)cc1	-4%	-25%	-6	4%	13	-11%	7%
O=C(c1cc2ccccc2o1)N1CCN(c2ccccc2Cl)CC1	-6%	-10%	5	-7%	12	7.4µM*	·
CCc1ccc(C2=NN(CCC(=O)NC3CCCCCC3)C(=O)CC2)cc1	0%	147%[activator]	-2	1%	-6	10µM*	?
COc1cc(CCC(=O)N2CCN(S(=O)(=O)c3ccc(C)cc3)CC2)cc(OC)c1OC	·	32%	·	-1%	·	?	5.2µM*
CCOc1ccc(C(C(=O)NC2CCCC2)N(CCOC)C(=O)CNC(=O)c2ccco2)cc1 (centres undefined)	-1%	59%	-2	6%	-12	0%	-11%
CCN(CC)S(=O)(=O)c1ccc2c(c1)nc(SCC(N)=O)n2-c1ccc(OC)cc1	6%	74%[activator]	0	-5%	-9	?	·
C=C(C)CSc1nnc(CCCCCNC(=O)OC(C)(C)C)o1	2%	56%	-3	-3%	29	-9%	-18%

Only Tb PYK inh and Pf growth 96h, for 2 of the compounds above:
compound | Tb PYK inh | Pf growth 96h
CCC(=O)Nc1ccc(N2CCN(S(C)(=O)=O)CC2)cc1 | 4% | -11%
CCN(CC)S(=O)(=O)c1ccc2c(c1)nc(SCC(N)=O)n2-c1ccc(OC)cc1 | -5% | ?

The list goes on.
compound	LmPK inh	AmpC inh no detg	CHX counter	Tb PYK inh	Shiga toxin inh	Pf growth 96h	Pf growth 48h
Cc1nc([N+](=O)[O-])cn1CC(=O)Nc1ccc(F)c(Cl)c1	2%	-13%	3	-7%	1	?	-4%
CCCCOc1ccc(C(=O)NCC(=O)NC2CCCCC2)cc1	·	-10%	·	1%	·	4%	-23%
COc1ccc(NC(=O)CSc2cc(C)ccc2C)cn1	1%	-11%[11.4 µM]	13	4%	3	18%	-5%
O=C(C1=C(O)C(=O)N(c2ncccn2)C1c1ccc(Cl)cc1)c1ccco1 (centres undefined)	1%	0%	25	1%	i	?	-28%
COc1cccc(NC(=S)NNC(=O)Cn2nc([N+](=O)[O-])cc2C)c1	-1%	-16%	-3	?	-9	0%	9%
CC(=O)NNC(=O)c1cc2c3ccccc3n(C)c2s1	2%	-8%	-2	-2%	-3	42%[activator]	91%[activator]
O=C(COc1ccccc1)N(Cc1ccccc1)c1nc(-c2ccccc2)cs1	3%	13%	-4	-8%	1	21%	?
CC1(C)[C@@H]2CC[C@@]1(C)C(=O)C2	·	·	1	-8%	19	11%	-5%
CCCNc1ncnc2sc(C)c(C)c12	2%	-2%	0	-24%	-8	·	17%
O=C(NCCOc1ccccc1)c1ccccc1NC(=O)C1CCCO1 (centres undefined)	-11%	-2%	41*	6%	60	-36%	211%[activator]
CCOC(=O)c1c(NC(=S)Nc2ccccc2)sc2c1CCN(C)C2	4%	-9%	-3	-2%	-8	1%	?
CCC/C(O)=C1\C(=O)CCCC1=NCCc1c(C)[nH]c2ccc(OC)cc12	1%	18%	-7	-1%	4	-21%	-3%
COc1cc(NC(=O)c2ccno2)cc(C(=O)Nc2cccc(C(F)(F)F)c2)c1	3%	15%	-3	-8%	-7	?	?
O=[N+]([O-])c1cccc(/C=N\N2CCN(Cc3ccccc3Cl)CC2)c1	1%	-27%	16*	3%	20	18%	-3%
CN(C)C(=O)c1ccc(NC(=O)c2cccc(S(=O)(=O)N3CCCCCC3)c2)cc1	·	98%[activator]	·	0%	·	5.2µM*	?
Nn1c(Nc2ccccc2)nc2ccccc2c1=O	10%	-13%	1	-5%	43	13%	·
CN(C)/C=C/C(=O)c1cnc(-c2cccc(Cl)c2)s1	-7%	-23%	25*	-4%	67*	148%[activator]	110%[activator]
Clc1ccc(OCc2nc(-c3ccncc3)no2)c(Br)c1	0%	31%	40*	5%	71*	10%	121%[activator]
Nn1c(SCc2cccc(F)c2)nnc1-c1cccnc1	-2%	19%	14	5%	24	82%[activator]	56%[activator]
CCCC(=O)N1CC(=O)Nc2ccc(F)cc2C1c1ccccc1 (centres undefined)	-2%	-19%	-5	-6%	-8	?	·
COc1ccnc(Oc2ccccc2)c1C(N)=O	6%	22%	4	1%	-9	-8%	7%
COc1cc(C2NC(=O)CCC2[N+](=O)[O-])c(OC)cc1Br (centres undefined)	0%	-19%	14	-6%	-13	6.6µM*	35%[activator]
Cc1ccc(C(=O)Nc2ccncc2)cc1S(=O)(=O)N1CCOCC1	0%	-27%	-1	0%	10	?	-27%
CC(=O)NC(CC(=O)c1ccc([N+](=O)[O-])cc1)C(Cl)(Cl)Cl (centres undefined)	2%	-9%	3	-1%	32	459%[activator]	0%
CN(CCc1ccccn1)C(=O)CC1C(=O)NCCN1Cc1ccccc1C(F)(F)F (centres undefined)	0%	40%	1	-4%	20	6%	-8%
COc1cc(CN2CC(=O)N(c3ccc(C)c(C)c3)C2=S)cc(OC)c1OC	-1%	78%[activator]	-2	1%	3	13%	1µM*
CNc1ccc(NC(C)=O)cc1[N+](=O)[O-]	-8%	-3%	-2	-7%	-5	?	13%
CC1=NOC(=O)/C1=C/c1ccc(-c2ccc(Cl)cc2)o1	0%	-30%	-4	·	-5	4%	·
CCCCCCCCn1cc(C(C)=O)c(=O)[nH]c1=O	4%	-22%	-2	2%	9	?	-13%
COCC(=O)NCc1ccc2c(c1)OCO2	-3%	-5%	-5	6%	-6	10%	13%

Among those listed so far, these contain an NH in an aromatic ring:
compound	LmPK inh	AmpC inh no detg	CHX counter	Tb PYK inh	Shiga toxin inh	Pf growth 96h	Pf growth 48h
CCC/C(O)=C1\C(=O)CCCC1=NCCc1c(C)[nH]c2ccc(OC)cc12	1%	18%	-7	-1%	4	-21%	-3%
CCCCCCCCn1cc(C(C)=O)c(=O)[nH]c1=O	4%	-22%	-2	2%	9	?	-13%

Later entries.
compound	LmPK inh	AmpC inh no detg	CHX counter	Tb PYK inh	Shiga toxin inh	Pf growth 96h	Pf growth 48h
CCC1(CC)NC(=O)N(CC(=O)OC(C)C(=O)Nc2cc([N+](=O)[O-])ccc2OC)C1=O (centres undefined)	6%	7%	1	0%	-11	-19%	38%
COc1cc(OC)c(-c2sc(Nc3ccccc3)n[n+]2-c2ccc(F)cc2)cc1OC	1%	-9%	-2	1%	-5	20%	11%
COC(=O)c1cc(OC)c(OC)cc1NC(=O)c1c(-c2ccccc2Cl)noc1C	0%	132%[activator]	-5	3%	-4	13%	?
O=C(NCCNC(=O)c1cc(Cl)ccc1Cl)c1ccco1	-2%	-2%	-6	-8%	-14	29%	0%
Cc1cc(NC(=O)CSc2nnc3c(C)cc4ccccc4n23)no1	3%	-3%	2	1%	18	-17%	23%
CCN1CCCC1CNC(=O)c1ccc2c(c1)N(Cc1cccc(Cl)c1)C(=O)c1ccccc1S2(=O)=O (centres undefined)	-6%	131%[activator]	-4	2%	-13	?	?
O=C(O)c1ccc2c(=O)n3c(nc2c1)/C(=C/c1ccc(F)cc1)CC3	0%	1%	6	-19%	3	-12%	2%
Cc1ccc(C)n1CCN1CCN(CC(=O)Nc2cc(C(F)(F)F)ccc2Cl)CC1	9%	115%[activator]	-1	·	-9	·	?
CCOC(=O)CSc1nc2cc(C(=O)NCc3ccco3)ccc2c(=O)n1C1CCCCC1	3%	-4%	-2	-3%	-13	-2%	5.9µM*
C[N+]1(C)[C@@H]2CC[C@H]1CC(OC(=O)C(c1ccccc1)c1ccccc1)C2 (some centres undefined)	1%	23%	-1	-16%	19	3.3µM*	2.3µM*
CCN(CC)S(=O)(=O)c1ccc(C(=O)Nc2ccc(OCC(=O)N3CCOCC3)cc2)cc1	0%	57%	-2	3%	-8	0.37µM*	?
CS(=O)(=O)c1ccc(Cl)c(NC(=O)c2cccc(-n3cnnn3)c2)c1	·	-4%	·	-1%	·	6%	-8%
CC(C)(CNC(=O)c1cc(-c2ccc(Cl)s2)nc2ccccc12)N1CCOCC1	·	36%	·	-1%	·	?	?
COc1ccc(Nc2ncnc3ccc([N+](=O)[O-])cc23)c(OC)c1	-7%	4%	1	-3%	-2	?	?
COc1ccc(N(C)C(=O)c2cn(CC(C)C)c(=O)c3cc(OC)c(OC)cc23)cc1	3%	43%	-3	-1%	-7	19%	-14%
COc1ccc(S(=O)(=O)NC(C)C(=O)NCc2cccnc2)cc1Cl (centres undefined)	3%	-11%	-7	-3%	-6	?	6%
COc1ccc(C(=O)COC(=O)c2cc(C)no2)c(OC)c1	·	-2%	·	0%	·	0%	-14%
COc1ccc(/C=N/NC(=O)c2ccoc2C)cc1COc1ccc(Cl)cc1	-1%	·	33*	0%	91*	?	?
Cc1cc(C)cc(OCC(=O)NNC(=O)c2cc(C)[nH]n2)c1	-2%	-13%	-1	-16%	35	?	6%
COC(=O)c1ccc(OCC(O)CN2C(=O)c3ccccc3S2(=O)=O)cc1 (centres undefined)	1%	-4%	9	0%	2	?	1%
O=C(COC(=O)/C=C/c1cccs1)NC(c1ccccc1)c1ccccc1	5%	-10%	-5	-16%	-11	?	0%
CC(C)=CCC/C(C)=C/C=C/C(C)=C/C=C/C(C)=C/C=C/C=C(C)/C=C/C=C(C)/C=C/C=C(\C)CCC=C(C)C	·	·	·	-2%	·	?	?
c1ccc(CCC2CCCCN2Cc2nc(C3CC3)no2)cc1 (centres undefined)	-4%	55%	-1	-6%	4	?	4%
O=C(O)CC1=C(c2ccc(F)cc2)CCC1=O	0%	-11%	-2	-2%	-7	6.6µM*	-9%
CCCCn1nc(C(=O)Oc2ccc3c(C)cc(=O)oc3c2)c2ccccc2c1=O	-4%	-10%	0	-13%	8	?	?
COc1ccc2nc(SCC(=O)N3CCNC3=O)[nH]c2c1	-7%	-11%	48*	-3%	79*	-21%	111%[activator]
C=CCN1CCc2cc(O)c(O)cc2C(c2ccccc2)C1 (centres undefined)	·	-13%	·	3%	·	?	12µM*
Cc1ccccc1NC(=O)CSc1ccncc1	0%	-18%	14*	6%	26	3%	10%
CC1=C(C(=O)OCC(C)C)C2(O)C(=O)c3ccccc3C2(O)N1 (centres undefined)	-1%	-12%	1	7%	1	-3%	-12%
C[N+]1(C)C2CCC1CC(OC(=O)c1ccccc1)C2 (centres undefined)	-1%	-16%	1	-7%	-3	-2%	-15%

Rows are unselected (roughly 22% active in at least one column).
